AID inhibitor: Primary qHTS assay for inhibitors of Activation Induced Cytidine Deaminase (AID): AID signal | AID deamination FRET fluorescence, UDG-coupled, 4 h | Potency, µM (series often up to 115 µM), without a hit: top-dose activity change, negative = inhibition, most hits filed as inhibitors | actives 0.32% (n = 91,000) | AID 1347428, 2020; also: nearly all actives have a fitted effect of over 25% in size
Target sequence (Q9GZX7 whole entry, looked up): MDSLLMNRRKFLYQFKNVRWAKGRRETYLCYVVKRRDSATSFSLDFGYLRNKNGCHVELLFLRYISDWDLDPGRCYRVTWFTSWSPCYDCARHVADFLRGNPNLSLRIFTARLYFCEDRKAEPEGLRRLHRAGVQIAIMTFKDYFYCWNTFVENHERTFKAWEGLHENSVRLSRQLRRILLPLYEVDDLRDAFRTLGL
UDG counter: Primary qHTS assay for inhibitors of Activation Induced Cytidine Deaminase (AID): UDG Counterscreen signal | AID 1347430, 2020 | Potency, µM (highest dose often 115 µM), for inactives: at the highest dose activity change, negative = inhibition, hits mostly inhibitors | actives 0.14% (n = 91,000) | FRET deamination/UDG coupled assay, UDG read, 4 h; also: nearly all actives have a fitted effect of over 65% in size
Active calls of the source: *; u = inconclusive; [ ] = remark or other dose. Calls follow the shape of the dose curve; as a rule, active = well fitted curve in the direction sought with a large enough effect; inconclusive = small, poorly fitted or top-dose-only effect, or another doubt; inactive = no such curve, though single readings can be large; an effect the other way counts as inactive or inconclusive. % is scaled to controls: 0 for no effect and ±100 for the full control effect; potency is read from the fitted curve at half-maximal effect.

SMILES	AID inhibitor	UDG counter
CCc1ccc(CNC(=O)c2ccc(CN3C(=O)CCn4nccc43)cc2)cc1	-14%	0%
COc1cccc(NC(=O)CN(C)CC(=O)NC(=O)NCc2ccccc2)c1	-1%	-5%
Cc1ccc(NC(=O)Cn2nc(-c3ccc(Cl)cc3)c3ccccc3c2=O)cc1	-18%	4%
COc1ccc(-c2cc3nc(C)c(CCC(=O)Nc4ccc(F)cc4F)c(C)n3n2)c(OC)c1	-17%	-1%
O=C(c1ccccc1F)N(Cc1ccco1)C1CC1	23%	2%
O=C(Nc1ccc2c(c1)OCO2)c1cc(-c2cccc(Cl)c2)on1	58%[activator]	17%
Cc1ccc(C(=O)Nc2c(NCc3ccccc3)c3ccccc3oc2=O)cc1	-7%	4%
Cc1cnc(NC(=O)CCNC(=O)c2ccsc2)s1	-3%	-2%
O=C(Nc1ccccc1)c1nn(Cc2ccccc2)c(=O)c2ccccc12	-6%	6%
COc1cc(OC)c(NC(=O)c2nc3ccccc3nc2N2CCCC2)cc1Cl	-4%	-7%
CCN(C(=O)c1cc2c(s1)-c1ccccc1SC2)c1cc(C)ccc1C	-14%	-3%
COCc1c(Br)c(C)nc2sc3c(=O)n(-c4cccc(Br)c4)nnc3c12	5%	2%
CN(C)c1cc(C#N)ccn1	2%	12%
Cc1ccc(S(=O)(=O)N(CC(=O)NCCc2ccc(Cl)cc2)c2ccccc2C)cc1	u	u
COc1ccc(Nc2nc(N3CCOCC3)c3nccnc3n2)cc1OC	14%	-10%
Cc1ccc2c(CC(=O)Nc3cc(C(F)(F)F)ccc3Cl)coc2c1C	5%	7%
CCOc1cc(CNC(=O)c2cc(-c3ccccc3)n[nH]2)cc(OCC)c1OCC	-13%	23%
Cc1ccc(CNc2nc3ccc(C)cc3n3nnnc23)cc1	12%	-1%
CCCCn1nnc(NC(=O)c2cc3ccccc3cc2OC)n1	-18%	4%
CC(C)CCNC(=O)c1cc2ccccc2oc1=O	-4%	-1%
Cc1ccc(N2CCN(C(C(=O)O)c3cn(CC(=O)O)c4ccccc34)CC2)c(C)c1 (stereo not given)	-4%	0%
COc1ccc(N2CCN(Cc3nc(-c4ccc(C)cc4)no3)CC2)cc1	-28%	-1%
Cn1c(N)c(C(=O)CSc2ccc3ccccc3n2)c(=O)n(C)c1=O	-10%	8%
CN(Cc1ccccc1)C(=O)COc1ccc2c(C(F)(F)F)cc(=O)oc2c1	-11%	-1%
Cc1nc(SC2=CS(=O)(=O)c3ccccc32)oc1C	6%	-4%
O=S(=O)(Nc1ccc(-c2ccc(N3CCCC3)nn2)cc1)c1ccc(Br)cc1	-2%	23%
CC(C)c1ccc(C(C)NC(=O)/C=C/c2ccccc2F)cc1 (stereo not given)	1%	5%
CCOc1ccc(CCNC(c2cccc(Cl)c2)c2nnc(-c3ccccc3)o2)cc1OCC (stereo not given)	u	u
CCOC(=O)C(Cc1ccccc1)NC(=O)CCc1c(C)nc2nc(C)nn2c1C (stereo not given)	5%	-1%
CCc1ccc(-c2noc(CSc3nnc(-c4ccccc4OC)n3CC)n2)cc1	-28%	-27%

Some of these compounds in order of molar mass, descending:
SMILES	AID inhibitor	UDG counter
Cc1ccc(N2CCN(C(C(=O)O)c3cn(CC(=O)O)c4ccccc34)CC2)c(C)c1 (stereo not given)	-4%	0%
CCOC(=O)C(Cc1ccccc1)NC(=O)CCc1c(C)nc2nc(C)nn2c1C (stereo not given)	5%	-1%
Cc1ccc2c(CC(=O)Nc3cc(C(F)(F)F)ccc3Cl)coc2c1C	5%	7%

New compounds follow:
SMILES	AID inhibitor	UDG counter
COCCN1C(=O)c2[nH]nc(-c3c(C)cc(C)cc3O)c2C1c1cccc(O)c1 (stereo not given)	7%	0%
COc1ccc(C(CNC(=O)c2ccc3c(c2)OCCO3)N2CCOCC2)cc1 (stereo not given)	0%	-11%
CC1(C)C2CCC1(C)C(OC(=O)C[N+](C)(C)C)C2 (stereo not given)	3%	-4%
O=S(=O)(NCCc1nnc2ccc(SCc3c(F)cccc3Cl)nn12)c1ccccc1	7%	38%[activator]
O=C(Nc1nc2c(F)cccc2s1)c1ccc(S(=O)(=O)N2CCCc3ccccc32)cc1	u	-8%
ON(/C=C1\C=Nc2ccccc21)c1ccc(Br)cc1	12%	-3%
C=CCN(CC(=O)NC(N)=O)Cc1ccc(OC)cc1	-4%	0%
Cc1ccc2c(COC(=O)c3ccc(C)s3)cc(=O)oc2c1	4%	-9%
COc1ccc(-c2nc3ccccc3c(C(=O)O)c2C)cc1	10%	-3%
Cc1ccc(C)c(Cn2c(=O)n(CCC(=O)NCc3ccc4c(c3)OCO4)c(=O)c3sccc32)c1	3%	-2%

Reprinted at random: three compounds from above, in no set order.
SMILES	AID inhibitor	UDG counter
O=C(Nc1nc2c(F)cccc2s1)c1ccc(S(=O)(=O)N2CCCc3ccccc32)cc1	u	-8%
COc1ccc(-c2nc3ccccc3c(C(=O)O)c2C)cc1	10%	-3%
COCCN1C(=O)c2[nH]nc(-c3c(C)cc(C)cc3O)c2C1c1cccc(O)c1 (stereo not given)	7%	0%

Next section.
SMILES	AID inhibitor	UDG counter
COc1ccc(C(=O)c2cn(Cc3cccc(C)c3)c3cc4c(cc3c2=O)OCCO4)cc1OC	u	-6%
Cc1ccc(NC(=O)c2ccc3[nH]c(C)c(C)c3c2)cc1	-8%	-14%
CCC(CC)NC(=O)COC(=O)c1ccc(C)c(C)c1	-1%	-5%
O=C(/C=C/c1csc(-c2ccccc2)n1)c1ccccc1	u	-5%
N#Cc1ccccc1OCC(=O)N1CCC(c2nc3ccccc3o2)CC1	1%	10%
COc1ccc(Cn2ccc3nc(C)c(C(=O)N4CCN(c5ccccc5)CC4)cc3c2=O)cc1	-1%	-5%
COc1cc(NC(=O)N2CCOc3ccc(Cl)cc32)cc(OC)c1OC	-9%	-7%
Nc1nc(N)c(S(=O)(=O)c2ccccc2)c(Nc2ccc(F)cc2)n1	29%	-3%
CCCCN(CCCNC(=O)c1cc(Nc2ccc(OC)cc2OC)nc2ccccc12)Cc1ccccc1	7%	-24%[57.5 µM]
CC(C)C(NS(=O)(=O)c1ccc2c(c1)oc(=O)n2C)C(=O)N1CCN(c2cccc(Cl)c2)CC1 (stereo not given)	18%	15%
Cc1ccc(CCNC(=O)c2ccc(CS(=O)(=O)Cc3ccccc3F)o2)cc1	-17%	-5%[57.5 µM]
Cc1ccccc1NS(=O)(=O)c1nnc(NC(=O)c2ccc(Cl)cc2)s1	u	3%
Cc1ccc(NC(=O)c2ccc(N(Cc3ccccc3)S(C)(=O)=O)cc2)cc1	u	-15%
Cc1cc2c(cc1S(=O)(=O)N1CCC(C(N)=O)CC1)OCC(=O)N2	0%	-10%
O=C(c1cn[nH]c1-c1ccc(F)cc1)N1CCCCCC1	4%	2%
O=C(O)c1ccc2oc(-c3ccccc3F)nc2c1	1%	-12%
CCCCCn1c(CCNC(=O)c2cccc(C)c2)nc2ccccc21	-25%	-16%
O=C1CN(C(=O)c2ccccc2)C(c2ccc(F)cc2)c2cc(Br)ccc2N1 (stereo not given)	-22%	-3%
OC(C#Cc1ccccc1)C#CC(O)(c1ccccc1)c1ccccc1 (stereo not given)	3%	2%
CCC1CN(C(=O)N2CCC(C(=O)NCc3cccc(C)c3)CC2)c2cc(C)ccc2O1 (stereo not given)	-8%	-3%
Fc1ccccc1N1CCN(c2ncnc3onc(-c4cccc(Cl)c4)c23)CC1	-24%	3%
CCc1c(C(=O)Nc2ccccc2C#N)csc1C	-3%	-2%
CC(=O)c1ccc(-c2cccc(Cl)c2Cl)o1	-14%	-11%
CC(Sc1cc(-c2ccccc2)ncn1)C(=O)c1ccccc1 (stereo not given)	-4%	-3%
Cc1ccc(Nc2nc3ccccc3c3nnc(C)n23)cc1Cl	5%	-19%
CC(Sc1ccccn1)C(=O)Nc1ccc(Cl)cc1 (stereo not given)	-13%	-7%
Cc1nn(-c2ccc(N3CCCCC3)nn2)c(C)c1CCC(=O)NCc1ccc(F)cc1	5%	-2%[57.5 µM]
COc1ccc(-c2nc(CN3CCC(C(=O)NCc4ccc(C)cc4)CC3)c(C)o2)cc1OC	-17%	u
CC(C)(C)c1ccc(C(=O)Nc2c(NCc3ccccc3)c3ccccc3oc2=O)cc1	7%	1%
CC1=C(C(=O)Nc2ccccc2C)C(c2ccc[nH]2)n2ncnc2N1 (stereo not given)	52%[activator]	4%
COC(=O)c1ccc(CN(C)Cc2ccsc2)cc1	5%	-1%
Cc1ccc(C(NC(=O)Cc2ccccc2C)c2cccnc2)cc1C (stereo not given)	-8%	5%
Cc1ccc2nc(-c3ccccc3)c(C)c(C(=O)O)c2c1	2%	7%
O=C(NC1CC(=O)N(c2ccc(Cl)cc2)C1)C1CCCC1 (stereo not given)	1%	-9%
COCCNC(=O)c1ccc2c(c1)N(Cc1cc(C)ccc1C)C(=O)c1ccccc1S2=O (stereo not given)	-22%	-11%
COc1cccc(CNC(=O)CN2C(=O)N(c3ccccc3C)S(=O)(=O)c3ccccc32)c1	-1%	-10%
O=C(NCc1ccccc1Cl)C1CCCN(S(=O)(=O)c2cccc3nsnc23)C1 (stereo not given)	-9%	1%
CCc1ccccc1NC(=O)Cn1c(SCc2ccc(F)cc2)nc2ccncc21	u	-23%
CC(C)(C)c1ccc(C(CC(=O)O)NC(=O)Cc2ccc(F)cc2)cc1 (stereo not given)	-5%	-4%
CC(C)(C)c1ccc(S(=O)(=O)N2CCN(C(=O)c3cc(-c4ccc(Br)cc4)n[nH]3)CC2)cc1	5%	-25%
CCc1nc(NC(CC)CO)c(C#N)c2c1CCCC2 (stereo not given)	-11%	-2%
COc1ccc(NC(=O)CSc2cc(-c3ccccc3)nc(C)n2)cc1	20%	0%
CC(C)c1nc2n(n1)C1(CCCCC1)[C@@H]1CCCC[C@@H]1N2	-4%	-10%
CCN(CC)CCNC(=O)C(=O)Nc1cccc(N2CCCS2(=O)=O)c1	-10%	8%
Cc1cccc(C)c1NC(=O)Cn1cc(C(=O)C2CC2)c2ccccc21	-6%	-4%
CCN(CC)S(=O)(=O)c1cccc(NS(=O)(=O)c2ccc(C)cc2)c1	4%	8%
Cc1ccc(Cl)cc1NC(=O)Nc1cn(CC(C)C)c(=O)c2ccccc12	79µM*	0%
COC(=O)c1ccccc1NC(=O)CCn1c(=O)c2cccn2c2cccnc21	3%	3%
Nc1c(-c2nc(-c3cccs3)no2)nnn1-c1ccccc1Cl	5%	-10%
COC(=O)c1scc(-c2ccc(C)cc2)c1S(=O)(=O)Nc1ccc(F)cc1F	-8%	-22%
Further compounds
SMILES	AID inhibitor	UDG counter
CCCN1C(C(=O)c2ccccc2)=C(OC(=O)c2ccc(F)cc2)c2ccccc2S1(=O)=O	-22%	7%
Cc1ccc(OCCCOc2ccccc2/C=N/NC(=O)c2cccc(Cl)c2)c(C)c1	3%	3%
CCOc1ccc(C(=O)N2CCc3cc(OC)c(OC)cc3C2COc2ccc3c(C)cc(=O)oc3c2)cc1OCC (stereo not given)	21%	3%
CCOC(=O)c1c(S(=O)(=O)N2CCCC2)nn(CC)c1C	2%	-11%
Cc1ccc(C(=O)Nc2ccc3c(c2)n(C)c(=O)c(=O)n3C)cc1	94%[activator]	15%
CCCOc1ccc(NC(=O)COc2ccc(C)cc2)c2cccnc12	8%	9%
COc1ccc(C)cc1NC(=O)Cn1c(=O)ccc2cc(S(=O)(=O)N3CCC(C)CC3)ccc21	-17%	-13%
O=C(NCc1ccccn1)c1cccc(I)c1	-6%	5%
COc1ccc(-c2c(C(=O)O)sc3c2NC(=O)CC32C(=O)N(C)c3cc(F)ccc32)cc1 (stereo not given)	-2%	6%
O=C(CCCOC(=O)c1cc2ccccc2[nH]1)c1ccccc1	-5%	0%
Cc1cc2c(cc1S(=O)(=O)N(CCN(C)C)Cc1ccco1)OCC(=O)N2	8%	-1%
O=C(Nn1cnnc1)c1ccc(Br)cc1	6%	-5%
CCN(CC(=O)NC)S(=O)(=O)c1ccc(C)c2ncccc12	4%	-6%
COCCCNC(=O)CCCCn1c(=O)c2ccccc2n(CC(=O)Nc2ccc(C)cc2C)c1=O	-13%	-12%
N#C/C(=C/c1cccc2c1OCCCO2)c1nc(-c2ccccn2)cs1	1%	-11%
Cc1csc(SCC(=O)C(C)(C)C)n1	0%	-2%
COc1cc(C(=O)N2CCNC(=O)C2CC(=O)Nc2ccc(C)c(C)c2)cc(OC)c1OC (stereo not given)	21%	-1%
Cc1ccc(-c2cc(N)n[nH]2)cc1	-9%	-9%
Cc1cccc(NC(=O)CSC2=Nc3ccccc3C3=NC(CCC(=O)NCc4ccco4)C(=O)N23)c1 (stereo not given)	3%	7%
C/C(Cc1ccccc1)=N\NC(=O)c1ccc(C)cc1	2%	1%

Full records from above. Order of values: AID inhibitor | UDG counter
N#C/C(=C/c1cccc2c1OCCCO2)c1nc(-c2ccccn2)cs1 is listed with 1% | -11%
Cc1ccc(-c2cc(N)n[nH]2)cc1 is listed with -9% | -9%
COCCCNC(=O)CCCCn1c(=O)c2ccccc2n(CC(=O)Nc2ccc(C)cc2C)c1=O is listed with -13% | -12%
CCN(CC(=O)NC)S(=O)(=O)c1ccc(C)c2ncccc12 is listed with 4% | -6%
COc1cc(C(=O)N2CCNC(=O)C2CC(=O)Nc2ccc(C)c(C)c2)cc(OC)c1OC (stereo not given) is listed with 21% | -1%

Next section.
SMILES	AID inhibitor	UDG counter
Cc1cc2c(cc1S(=O)(=O)CCC(=O)N1CCN(c3ccccc3)CC1)OCC(=O)N2	30%[activator]	14%
C=C(C)[C@@H]1CCC2(C(=O)OC)CC[C@]3(C)C(CCC4[C@@]5(C)C/C(=C\c6ccccc6)C(=O)C(C)(C)C5CC[C@]43C)C12 (stereo not given in full)	-3%	-8%
CCc1ccc(S(=O)(=O)c2cn(C)c3cc(F)c(F)cc3c2=O)cc1	25%	-16%
CCc1ccc(NC(=O)c2cc(CN3CCOCC3)on2)cc1	1%	3%

High-throughput results: PubChem BioAssay, National Center for Advancing Translational Sciences (NCATS)

This is a subset; count on the stated rates, not on these rows.
